Assay outcomes (PubChem BioAssay)
PriA SSB inh = blocks PriA binding to SSB C-terminal tail; AlphaScreen SSBct-PriA binding, biotinylated peptide; inhibition, % at 33 µM; 430,000 compounds, 0.6% hits; in the data active = inhibition mostly above about 37%, no sharp cut-off; inactive = mostly below about 20%;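 also: plate controls were negative control peptide for no effect and reference peptide for full effect; strong numbers were not always called active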
BH1578 lux ind = quorum light induction in luxS cqsA deficient V. cholerae | AID 588436 | V. cholerae BH1578 lux reporter, luminescence, 6 h | activation, % at 18.7 µM | 350,000 compounds, 0.16% hits; in the data active = activation mostly above about 9.7%, no sharp cut-off; also: not every result past the cut was called active; inactives centre near 0; reference of the scale not given here
VHR inh abs = inhibitors of human VHR1 phosphatase (DUSP3); 290,000 compounds, 0.52% hits; AID 1654; recombinant VHR phosphatase, pNPP absorbance; inhibition, % at 13.3 µM; P51452; in the data active = inhibition above about 50%; also: some compounds called inactive have numbers as strong as hits
Target sequence (P51452 whole entry, looked up): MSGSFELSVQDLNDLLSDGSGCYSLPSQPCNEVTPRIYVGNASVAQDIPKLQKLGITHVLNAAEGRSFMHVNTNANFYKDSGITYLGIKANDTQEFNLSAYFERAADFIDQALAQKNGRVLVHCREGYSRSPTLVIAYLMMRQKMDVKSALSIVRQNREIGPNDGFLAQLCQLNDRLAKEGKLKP
SARS 3CLpro inh = SARS-CoV 3CLpro protease inhibition | recombinant SARS-CoV 3CLpro, quenched FRET peptide cleavage | 290,000 compounds, 0.14% hits | inhibition, % at 6 µM | AID 1706 | P0C6X7; in the data active = inhibition above about 12%
Rv3671c inh = Rv3671c (M. tuberculosis) protease inhibition; 320,000 compounds, 0.048% hits; inhibition, % at 5.96 µM; P9WHR9; AID 2606; in the data active = inhibition above about 38%;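 also: extracellular domain of Rv3671c used as enzyme; 0% = enzyme with DMSO and 100% = no enzyme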
Target sequence (P9WHR9 whole entry, looked up, the tested form may be a part): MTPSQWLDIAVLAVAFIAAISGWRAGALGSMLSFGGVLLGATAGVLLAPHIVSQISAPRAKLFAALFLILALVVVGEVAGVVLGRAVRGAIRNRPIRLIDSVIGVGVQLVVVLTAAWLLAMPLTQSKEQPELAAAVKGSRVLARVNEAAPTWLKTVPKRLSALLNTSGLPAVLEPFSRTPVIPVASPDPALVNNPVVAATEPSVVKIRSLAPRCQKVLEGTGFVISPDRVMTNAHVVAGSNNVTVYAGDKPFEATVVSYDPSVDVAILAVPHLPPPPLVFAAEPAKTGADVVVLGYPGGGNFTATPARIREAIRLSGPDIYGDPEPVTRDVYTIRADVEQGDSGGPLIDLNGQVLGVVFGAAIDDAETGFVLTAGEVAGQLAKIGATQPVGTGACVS
MazEF act = increases E. coli MazEF RNase cleavage of RNA; P0AE70; FAM/BHQ RNA-DNA oligo cleavage fluorescence, 5 h; activation, % at 20 µM; 350,000 compounds, 0.32% hits; in the data active = activation above about 50%
Target sequence (P0AE70 whole entry, looked up): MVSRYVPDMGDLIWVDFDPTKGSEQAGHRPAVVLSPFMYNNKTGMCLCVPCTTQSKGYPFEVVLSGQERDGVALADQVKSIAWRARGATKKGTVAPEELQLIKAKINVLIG
TcdB GH inh = TcdB glycohydrolase inhibition; inhibition, % at 9.99 µM; 350,000 compounds, 0.24% hits; TcdB glycohydrolase enzymatic assay, plate reader; P18177; in the data active = inhibition above about 10%
PrPC TRFRET = inhibitors of human cell surface prion protein PrPC | P04156 | TR-FRET read-out | inhibition, % at 13.8 µM | 370,000 compounds, 0.43% hits; in the data active = inhibition above about 24%; also: 0% = median of the test wells and 100% = reference compound wells
Yp Topo-I inh = Y. pestis Topo-I inhibition via cleavage products; Y. pestis Topo-I cleavage product accumulation, plate reader; activity, % at 10 µM; 360,000 compounds, 0.064% hits; AID 504884; in the data active = activity above about 50%, passing the limit was not always enough; also: inactives centre near 2
CCHF vOTU inh = CCHFV vOTU protease inhibition; AID 651958; 370,000 compounds, 0.55% hits; inhibition, % at 11.5 µM; Pep-AMC fluorescence; in the data active = inhibition above about 30%; also: 0% = vehicle wells with enzyme and 100% = no enzyme wells
Starred values were filed as active, the others as inactive; i = inactive; . = no result given; & = joins results of further samples. Not all compounds are listed (hit frequency here may not be typical).

Values run as follows: BH1578 lux ind | Rv3671c inh | MazEF act | CCHF vOTU inh | PriA SSB inh | SARS 3CLpro inh | VHR inh abs | Yp Topo-I inh | TcdB GH inh | PrPC TRFRET
CCCCNC(=O)CSc1nnc(Cc2ccc(Cl)c(Cl)c2)c(=O)[nH]1
→ -7.8 | -8 | -2 | 2 | 4 | 2 | 28 | 8 | -1.3 | -3
CCOc1cc(/C=C2/C(=N)N3OC(C)=CC3=NC2=O)ccc1OCCOc1ccccc1
→ -17 | 0 | 149* | -7 | 1 | 2 | 16 | 7 | . | -6
COc1cc(C(=O)Oc2ccccc2/C=N/NC(=O)c2ccc(Cl)cc2)cc(OC)c1OC
→ -0.7 | -20 | -6 | 14 | . | 7 | -2 | -8 | -1.0 | 10
O=C(Nc1ccccc1Cl)c1ccccc1S(=O)(=O)c1ccccc1[N+](=O)[O-]
→ -0.5 | 0 | 0 | 0 | 11 | 0 | 9 | -6 | . | 1
CC(NC(=O)c1ccco1)c1nc(-c2ccccc2)no1 (configuration not stated)
→ -1.5 | 3 | 6 | 9 | -6 | -4 | 2 | 1 | -0.5 | 3
CC1(C)CC(=O)CC(C)(C)N1OC(=O)c1ccccn1
→ . | -8 | 4 | 5 | -4 | 0 | 6 | 3 | . | -2
Cc1cc(C)c(C#N)c(SCc2nnc(-c3ccccc3[N+](=O)[O-])o2)n1
→ 0.1 | 10 | 0 | 3 | -2 | 0 | -8 | 3 | 0.7 | -10
O=C(CCCNC(=O)c1ccc(Cl)cc1)NCc1ccccc1Cl
→ i | 2 | -3 | -4 | -7 | -1 | 6 | 16 | -2.4 | 0
Cc1nc2ncnn2c(C)c1CCC(=O)NC(C)CCc1ccco1 (configuration not stated)
→ . | 3 | 6 | 0 | -2 | 1 | -5 | 0 | . | -3
O=C(NC(=S)Nc1cc(Cl)ccc1Cl)c1ccco1
→ -2.6 | . | 5 | -1 | . | . | . | 1 | -0.7 | 9
Cc1ccc(-c2csc(NC(=O)COc3ccc(N(C)S(=O)(=O)c4ccc(C)cc4)cc3)n2)cc1
→ -0.3 | -66 | -7 | 2 | -2 | -1 | 15 | 3 | 1.2 | -8
CCN(CC(=O)Nc1ccc(NC(C)=O)cc1)C(=O)/C=C/c1ccc([N+](=O)[O-])cc1
→ -1.8 | -2 | 0 | 5 | 4 | . | . | -5 | 4.0 | -38
Cc1ccc(NC(=O)CN(C)C(=O)COC(=O)COc2cc(C)cc(C)c2)cc1
→ -1.2 | . | 8 | 0 | . | . | . | 15 | 1.0 | 2
O=C(Cc1cccc(NC(=O)C2CCN(C(=O)C3CC3)CC2)c1)Nc1cccc(C(=O)N2CCCC2)c1
→ -0.6 | 6 | 5 | 15 | -16 | . | . | 21 | -1.5 | 3
Cc1cc(C)nc(NC(=O)c2ccc(OC(C)C)cc2)n1
→ i | 4 | -1 | 5 | -3 | 6 | -2 | -5 | . | -6
Cc1ccc(S(=O)(=O)CCC(=O)NCCC2=CCCCC2)cc1
→ -0.4 | 2 | -2 | 3 | 2 | . | . | 13 | -1.4 | -6
COc1ccc(NC(=O)CSc2nc3ccccc3c3nc4ccccc4n23)cc1
→ i | -6 | -50 | -17 | 0 | -4 | 4 | -3 | 0.3 | -1
CCn1cc(C(=O)NCC(=O)NCCCN2CCOCC2)c(=O)c2cc3c(cc21)OCO3
→ i | 0 | 13 | -1 | 10 | 1 | 10 | 3 | 0.5 | 1
O=C(CSc1nnc(-c2ccncc2)o1)Nc1cccc(Cl)c1
→ i | 2 | 10 | 4 | -5 | . | . | 0 | 5.0 | -1
COc1cccc(NC(=S)N2CCN(Cc3ccccc3)CC2)c1
→ -0.4 | -3 | 1 | 17 | 4 | 2 | -2 | 2 | . | 14

Filtered by structure: the entries above with a nitro group on carbon (three)
Values run as follows: BH1578 lux ind | Rv3671c inh | MazEF act | CCHF vOTU inh | PriA SSB inh | SARS 3CLpro inh | VHR inh abs | Yp Topo-I inh | TcdB GH inh | PrPC TRFRET
O=C(Nc1ccccc1Cl)c1ccccc1S(=O)(=O)c1ccccc1[N+](=O)[O-]
→ -0.5 | 0 | 0 | 0 | 11 | 0 | 9 | -6 | . | 1
Cc1cc(C)c(C#N)c(SCc2nnc(-c3ccccc3[N+](=O)[O-])o2)n1
→ 0.1 | 10 | 0 | 3 | -2 | 0 | -8 | 3 | 0.7 | -10
CCN(CC(=O)Nc1ccc(NC(C)=O)cc1)C(=O)/C=C/c1ccc([N+](=O)[O-])cc1
→ -1.8 | -2 | 0 | 5 | 4 | . | . | -5 | 4.0 | -38

Remaining list, next part.
Values run as follows: BH1578 lux ind | Rv3671c inh | MazEF act | CCHF vOTU inh | PriA SSB inh | SARS 3CLpro inh | VHR inh abs | Yp Topo-I inh | TcdB GH inh | PrPC TRFRET
Cc1ccc(N(C(=O)c2ccc3c(c2)OCO3)C2C=CS(=O)(=O)C2)cc1C (configuration not stated)
→ -0.4 | 17 | 1 | -5 | 2 | -1 | 6 | 3 | 1.1 | -2
O=C(/C=C/c1ccccc1)Nn1cnnc1
→ -0.7 | -3 | 6 | -4 | 4 | -6 | 7 | -8 | . | -4
O=C(Nc1ccc2c(c1)[C@@H]1C[C@@H](CC(=O)N3CCOCC3)O[C@@H](CO)[C@@H]1O2)NC1CCCC1
→ -1.1 | . | -2 | 7 | . | . | . | -2 | -1.1&0.2 | -5
COc1ccc(NC(=O)CSCC(=O)N(C)Cc2c(F)cccc2Cl)cc1
→ i | 0 | -1 | -2 | -5 | . | . | 23 | 0.9 | 6
CC(C)OCCCNC(=O)c1ccc2c(c1)ncn2C1CCCC1
→ -0.3 | -6 | 2 | 3 | -7 | 2 | -11 | 0 | -0.6 | 4
O=C(CCc1ccccc1)Nc1ccc(NC(=O)C2CCCCC2)nc1
→ -0.2 | -2 | 8 | -5 | -9 | 1 | 10 | -4 | 1.4 | 3
CCSCc1nnc(SCC(=O)Nc2nccs2)n1CC
→ 0.7 | -2 | 0 | -6 | -11 | 1 | 1 | 3 | 1.6 | -8
CNc1nnc(SCC(=O)c2cc(C)n(C3CC3)c2C)s1
→ i | -5 | -1 | 3 | -1 | . | . | 20 | 0.5 | 2
COc1ccc(-c2nc(CSCC(=O)NCC3CCCO3)c(C)o2)cc1OC (configuration not stated)
→ -0.3 | 0 | 6 | -5 | -16 | -1 | 13 | 4 | . | -6
Cc1cccc(N2CC(C(=O)Nc3nnc(SCC(=O)N4CCOCC4)s3)CC2=O)c1 (configuration not stated)
→ i | 0 | -6 | 6 | -8 | 2 | 41 | 0 | -0.5 | -2
CCOC(=O)C/C(C)=N/NC(=O)CNc1cccc(Cl)c1C
→ i | 0 | 4 | -2 | . | -3 | 9 | 0 | -0.3 | -1
Cc1ccc(C(=O)C2=C(O)C(=O)N(Cc3cccnc3)C2c2cccc(Oc3ccccc3)c2)o1 (configuration not stated)
→ . | 4 | -5 | 1 | 1 | 4 | -7 | . | -0.3 | 44*
COc1ccc(C2C(C(=O)Nc3cccc(C)n3)c3ccccc3C(=O)N2C)cc1 (configuration not stated)
→ -0.3 | -9 | 5 | 4 | -1 | -3 | 22 | 3 | . | -1
CCn1cc(CN2CCC(n3nccc3NC(=O)CCOc3ccccc3)CC2)c(C)n1
→ 0.7 | -17 | 6 | 13 | 1 | -5 | 19 | 0 | 3.4 | -2
CCn1c(-c2cccn(Cc3ccc(Cl)cc3Cl)c2=O)n[nH]c1=S
→ -0.3 | -2 | 4 | 19 | -14 | -1 | 27 | -7 | 0.0 | -8
O=C(CSc1nnnn1-c1ccc(F)cc1)NC1CCCCC1
→ i | -8 | 1 | -17 | -25 | -4 | -19 | 1 | . | 4
N#C/C(=C(/O)COC(=O)c1ccccc1O)c1nc2ccccc2s1
→ 0.0 | 6 | -1 | 10 | -6 | 4 | 17 | -10 | 0.5 | 7
O=C(c1ccc(=O)[nH]n1)N1CCN(S(=O)(=O)c2ccccc2F)CC1
→ i | 0 | 1 | -2 | 1 | . | . | 6 | 4.7 | 2
O=C(NCc1ccc(Cl)c(Cl)c1)c1cc(C2CCCCN2C(=O)CCc2ccccc2)on1 (configuration not stated)
→ -5.0 | . | . | 6 | . | . | . | 13 | 0.6 | 14
CCCN1CCN(CCCNC(=O)c2ccc(CS(=O)c3ccccc3C)o2)CC1 (configuration not stated)
→ -1.2 | -3 | 0 | 6 | -15 | -2 | 73 | 2 | 3.1 | -2
CC[C@H](C)[C@H](NC(=O)OCc1ccccc1)C(=O)OCC(=O)N(C)CC(=O)Nc1ccccc1Cl
→ i | 11 | 4 | 4 | -18 | . | . | 6 | 1.0 | 2
C=CCn1c(SCc2nc3ccccc3c(=O)[nH]2)nc2sc3c(c2c1=O)CCCC3
→ . | -4 | -9 | . | -6 | -3 | 19 | . | . | .
Cc1ccc(Cn2c(SCC(C)C)nc3c2c(=O)n(C)c(=O)n3C)cc1
→ -0.3 | -2 | 1 | -2 | -18 | 0 | -24 | -3 | . | -5
CC1CC(C)CN(c2ccc([N+](=O)[O-])nc2)C1 (configuration not stated)
→ i | -1 | 6 | 9 | 3 | 3 | 28 | -3 | -0.5 | -9
Cc1ccc(Cl)cc1N1CCN(C(=O)CN(C2CCCCC2)S(C)(=O)=O)CC1
→ i | 8 | 4 | -2 | -24 | -1 | 22 | 30 | . | -4
COC(=O)c1ccc(COc2cc(C)ccc2C)o1
→ i | -8 | 4 | 8 | -7 | 2 | -12 | 11 | 0.7 | 1
O=C(O)CSc1nnc(-c2ccc(Cl)cc2Cl)n1-c1ccc(Cl)cc1
→ i | -5 | 6 | 10 | -16 | 3 | -4 | 8 | 0.1 | -4
O=C(NCc1cccs1)c1ccc([N+](=O)[O-])cc1
→ 0.0 | 1 | -6 | -5 | 11 | -7 | 7 | -9 | -1.5 | -38
O=C1OC(NC(=O)c2ccccc2)C(n2cc(CO)nn2)=C1Cl (configuration not stated)
→ 1.5 | -5 | 10 | 29 | -1 | 2 | -12 | 2 | . | -2
O=C1c2ccccc2NC(c2ccccc2)N1CCCN1CCOCC1 (configuration not stated)
→ i | -2 | 4 | -68 | -18 | -3 | -30 | 1 | 1.0 | 4
COc1ccc(N2C(=O)CC(S/C(N)=N/N=C(\C)c3cccs3)C2=O)cc1 (configuration not stated)
→ -2.1 | 0 | -10 | 0 | . | 5 | 0 | 3 | . | 2
O=C(N1CCCCCC1)N1CCN(C(=O)N2CCOCC2)CC1
→ i | 0 | 8 | 3 | 0 | -2 | 6 | 2 | . | -2
O=C(CCNC(=O)C1CCN(S(=O)(=O)c2ccc(F)cc2)CC1)NCCc1cccc(F)c1
→ i | -7 | 4 | 3 | -26 | -4 | 11 | 11 | 1.5 | 2
O=C(NCCO)C1CCN(S(=O)(=O)c2ccc(F)cc2)CC1
→ i | 2 | 3 | -3 | -6 | -4 | 3 | -6 | . | 4
COc1cc(/C=C2\SC(=O)NC2=O)ccc1Oc1cnccn1
→ i | -3 | -3 | 6 | -8 | -1 | 18 | -4 | 0.0 | -2
O=C(CCl)N(CCc1ccccc1)CCc1ccccc1
→ -0.2 | 6 | 0 | 8 | 2 | 16* | 12 | 14 | 0.5 | -10
CCCn1c(SCC(=O)NCCc2ccccc2)nnc1-c1ccccn1
→ i | -4 | 7 | 13 | 2 | -1 | -2 | 1 | . | 7
c1ccc2[nH]c(-c3ccc4c(c3)OCO4)nc2c1
→ -0.5 | 9 | -9 | -2 | -4 | . | . | 6 | 11* | 6
CCC1(c2ccccc2)NC(=O)N(CC(=O)N(C)Cc2c(F)cccc2Cl)C1=O (configuration not stated)
→ -0.1 | -3 | 2 | -2 | -2 | -1 | 7 | 19 | 1.4 | -4
Cc1cnc(NC(=O)c2cc3c(C)nn(-c4ccccc4)c3s2)s1
→ -0.4 | -16 | -12 | -9 | -7 | 4 | -18 | -2 | 0.2 | 0
C[C@H](NC(=O)c1ccccc1Cl)C(=O)OC(C(=O)Nc1cc(C(F)(F)F)ccc1Cl)c1ccccc1 (some centres not stated)
→ . | -1 | 2 | 18 | -14 | 4 | 10 | -5 | . | -1
